Vif-APOBEC3G blk = Vif-A3G binding inhibition | Q9HC16 | HeLa A3G-eYFP + Vif (tagged APOBEC3G with the HIV-1 protein that degrades it), YFP fluorescence, overnight | Potency, µM (highest dose often 46.1 µM), inactives show at the top dose activity, negative = active, actives largely listed as inhibitors | 0.076% of 410,000 active;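 also: potency is read from the fitted curve at half-maximal effect; % is scaled to controls: 0 for no effect and ±100 for the full control effect; nearly all actives have a fitted effect of over 60% in size; hits raise eYFP signal because A3G escapes Vif-driven loss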
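HeLa cells stably expressing Vif and C-terminally eYFP-tagged A3G, seeded overnight at 37 deg C, then exposed to compound by pintool overnight at 37 deg C. Rise in yellow fluorescence (Ex 488/Em 500-530, Acumen) marks blocked Vif-driven A3G degradation.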
PI4K2A block = PI4K2A (human) kinase inhibition. purified PI4K2A, ADP-Glo luminescence, 1 h; stronger effect = lower value. activity change, negative = inhibition, % at 76.9 µM. 0.13% of 420,000 active. AID 1346378; in the data active = activity change below about -50%; inconclusive = mostly about -30% to -49%;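 also: -100% = wells without enzyme as full effect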
Target sequence (Q9BTU6 whole entry, looked up): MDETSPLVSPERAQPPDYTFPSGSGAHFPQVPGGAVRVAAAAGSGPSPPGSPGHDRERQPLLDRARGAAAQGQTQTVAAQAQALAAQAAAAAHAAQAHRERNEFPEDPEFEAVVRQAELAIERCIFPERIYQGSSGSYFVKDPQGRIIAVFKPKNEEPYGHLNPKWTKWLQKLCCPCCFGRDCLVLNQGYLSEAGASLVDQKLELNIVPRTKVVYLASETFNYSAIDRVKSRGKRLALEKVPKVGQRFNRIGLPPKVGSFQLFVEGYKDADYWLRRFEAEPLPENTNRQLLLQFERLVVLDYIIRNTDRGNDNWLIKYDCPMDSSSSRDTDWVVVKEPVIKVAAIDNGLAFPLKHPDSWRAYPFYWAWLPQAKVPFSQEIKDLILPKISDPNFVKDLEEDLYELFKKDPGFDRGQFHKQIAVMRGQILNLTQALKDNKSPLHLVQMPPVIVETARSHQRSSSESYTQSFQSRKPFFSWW
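In this quantitative HTS, ADP production by PI4K2A was quantified luminescently after 1 h at ambient temperature; 100 microM adenosine served as plate-quality control.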
Vif-A3F inh = inhibitors of Vif-A3F interaction; HeLa A3F-eYFP + Vif (tagged APOBEC3F with the HIV-1 protein that degrades it), YFP fluorescence increase; Potency, µM (series often up to 46.1 µM), for inactives: at the highest dose activity, negative = active; 0.2% of 390,000 active; also: potency is read from the fitted curve at half-maximal effect; % of control where 0% means no effect; nearly all actives have a fitted effect of over 65% in size
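HeLa cells stably expressing Vif plus C-terminally eYFP-tagged A3F were seeded, incubated overnight at 37 deg C, dosed with compound, incubated overnight again at 37 deg C. Yellow fluorescence (Ex 488/Em 500-530) reported blocked Vif-mediated A3F-eYFP degradation.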
TrxR1 substrate = rat thioredoxin reductase 1 substrate activity; O89049; purified TrxR1 substrate turnover, NADPH consumption readout; Potency, µM (highest dose often 114 µM), for inactives: at the top dose activity change, negative = substrate turnover; 0.01% of 390,000 active; AID 588456; also: potency is read from the fitted curve at half-maximal effect; % is scaled to controls: 0 for no effect and ±100 for the full control effect; nearly all actives have a fitted effect of over 50% in size
Target sequence (O89049 whole entry, looked up): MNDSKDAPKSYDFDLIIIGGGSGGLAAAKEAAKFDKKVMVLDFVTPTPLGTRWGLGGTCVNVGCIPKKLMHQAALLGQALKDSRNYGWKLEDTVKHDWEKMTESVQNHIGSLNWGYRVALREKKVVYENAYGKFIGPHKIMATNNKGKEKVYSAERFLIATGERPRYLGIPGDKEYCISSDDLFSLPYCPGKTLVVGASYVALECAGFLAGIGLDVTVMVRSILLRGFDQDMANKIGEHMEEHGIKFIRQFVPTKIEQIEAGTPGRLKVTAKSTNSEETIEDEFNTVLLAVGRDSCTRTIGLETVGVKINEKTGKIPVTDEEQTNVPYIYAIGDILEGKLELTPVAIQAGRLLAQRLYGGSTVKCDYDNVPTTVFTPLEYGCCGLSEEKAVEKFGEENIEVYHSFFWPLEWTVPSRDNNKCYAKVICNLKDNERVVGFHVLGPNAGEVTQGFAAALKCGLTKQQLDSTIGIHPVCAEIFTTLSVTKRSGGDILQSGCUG
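Rat TrxR1, dispensed at 90 nM, was prereduced with 400 uM NADPH (final) for 5 min at ~22 deg C, then incubated with compound 15 min before 400 uM selenite. A first-read NADPH fluorescence drop versus no-compound background flagged substrates.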
LDHA inh = LDHA (human) enzyme inhibition | purified LDHA, NADH/diaphorase-resazurin fluorescence; stronger effect = lower value | activity change, % (values are at about 110 or 230 µM) | 0.15% of 480,000 active; in the data active = activity change below about -30%; inconclusive = mostly about -25% to -30%;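 also: plate controls were DMSO wells for no effect and wells without enzyme for full effect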
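Human LDH5 at 2 nM final in Tris HCl pH 7.4 with 0.06 mM NADH and 0.2 mM pyruvate, reacted 5 minutes at room temperature. Remaining NADH coupled via diaphorase/resazurin; resorufin fluorescence read at 0 and 20 minutes, normalized to enzyme-free and DMSO wells.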
mIDH1 inhibitor = human IDH1 R132H inhibition. O75874. IDH1-R132H enzyme, NADPH consumption, diaphorase/resazurin fluorescence. Potency, µM (highest dose often 76.6 µM), for the others: at the top dose activity change, negative = inhibition, usual class: inhibitors. 0.093% of 390,000 active. AID 602179; also: potency is read from the fitted curve at half-maximal effect; % is scaled to controls: 0 for no effect and ±100 for the full control effect; nearly all actives have a fitted effect of over 65% in size
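IDH1-R132H (0.5 ug/mL dispensed) in pH 7.5 Tris buffer was preincubated 30 min with compound, then given a substrate mix of 0.016 mM NADPH and 2 mM alpha-KG for 80 min at room temperature; remaining NADPH was read by diaphorase/resazurin fluorescence.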
USP1-UAF1 inh = blocks the human USP1/UAF1 deubiquitinase complex; AID 743255; O94782; 0.23% of 390,000 active; recombinant USP1/UAF1, Ub-Rhodamine cleavage fluorescence; Potency, µM (series often up to 57.1 µM), without a hit: top-dose activity change, negative = inhibition, usual class: inhibitors; also: potency is read from the fitted curve at half-maximal effect; % is scaled to controls: 0 for no effect and ±100 for the full control effect; nearly all actives have a fitted effect of over 60% in size; inactives centre near -12
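USP1/UAF1 complex at 1 nM was preincubated with compound for 15 min at room temperature, then Ub-Rho substrate (150nM final) was added. Fluorescence (480/540 nm) was read kinetically, 6 reads every 60 seconds.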
Glioma ERSR ind = inducers of ER stress response in human glioma cells. 0.02% of 420,000 active. U87-MG GRP78 promoter luciferase reporter, 16 h. Potency, µM, inactives show at the top dose activation, hits mostly activators; also: potency is read from the fitted curve at half-maximal effect; series mostly up to about 76 µM; % of control where 0% means no effect; nearly all actives have a fitted effect of over 35% in size
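Stably transfected U87-MG glioma cells carrying a GRP78-based luciferase sensor; 16 h compound incubation. Luminescence end-point read 10 min after Bright-Glo addition at room temperature.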
RXFP1 agonist = activates the human relaxin receptor RXFP1; Q9HBX9; HEK293T-RXFP1 cAMP TR-FRET, 30 min; response scale: percent of porcine relaxin response, buffer zero; Potency, µM (highest dose often 57.5 µM), inactives show at the top dose activation, most hits filed as activators; 0.3% of 370,000 active; AID 2676; also: potency is read from the fitted curve at half-maximal effect; % is scaled to controls: 0 for no effect and ±100 for the full control effect; nearly all actives have a fitted effect of over 60% in size; many of its hits are not listed in these tables
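cAMP rise read by TR-FRET after 30 min, 37C compound exposure (up to 58 uM) in RXFP1-transfected HEK293 cells with Ro 20174 present. EC50 from Hill-equation fits, with 29 nM porcine relaxin as 100% and buffer as basal.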
* marks the source's active call; other numbers are inactive results; & = joins results of further samples; [ ] = remark or other dose. Unless noted, calls follow the shape of the dose curve; as a rule, active = well fitted curve in the direction sought with a large enough effect; inconclusive = small, poorly fitted or top-dose-only effect, or another doubt; inactive = no such curve, though single readings can be large; an effect the other way counts as inactive or inconclusive. A portion of the library; count on the stated rates, not on these rows.

Results for COc1cccc(CNC(=O)Cn2cc([N+](=O)[O-])cn2)c1 ?
Vif-APOBEC3G blk: 1%; PI4K2A block: 0; Vif-A3F inh: -29%; TrxR1 substrate: 10%[57.1 µM]; LDHA inh: -10; mIDH1 inhibitor: 2%; USP1-UAF1 inh: 4%; Glioma ERSR ind: 1%; RXFP1 agonist: 1.2%

Results for Cc1ccc(Cl)cc1N1CCN(S(=O)(=O)c2c(C)noc2C)CC1 ?
Vif-APOBEC3G blk: -11%; PI4K2A block: 3; Vif-A3F inh: -6%; TrxR1 substrate: 8%; LDHA inh: -2; mIDH1 inhibitor: 22%; USP1-UAF1 inh: -27%; Glioma ERSR ind: -7%; RXFP1 agonist: 0.1%

Results for O=C1N/C(=N/O)S/C1=C/c1cccc([N+](=O)[O-])c1 ?
Vif-APOBEC3G blk: -5%; PI4K2A block: 1; Vif-A3F inh: -28%; TrxR1 substrate: -5%[57.1 µM]; LDHA inh: 2; mIDH1 inhibitor: 3%; USP1-UAF1 inh: -9%; Glioma ERSR ind: 4%; RXFP1 agonist: 1.7%

What do the screens show for `CCc1noc(C)c1C(=O)OCC(=O)Nc1c(F)cccc1F`?
Vif-APOBEC3G blk: -5%; PI4K2A block: -3; Vif-A3F inh: 3%; TrxR1 substrate: 2%[57.1 µM]; LDHA inh: -1; mIDH1 inhibitor: 0%; USP1-UAF1 inh: -20%; Glioma ERSR ind: -2%; RXFP1 agonist: 0.4%

Results for CCCCCCCn1c(=N)n(CC(=O)c2ccco2)c2ccccc21 ?
Vif-APOBEC3G blk: 1%; PI4K2A block: 10; Vif-A3F inh: 1%; TrxR1 substrate: -12%; LDHA inh: -6; mIDH1 inhibitor: -3%; USP1-UAF1 inh: -10%; Glioma ERSR ind: -10%; RXFP1 agonist: 2.1%

Results for COc1ccc(C2C(C(=O)N3CCN(c4ccccn4)CC3)CC(=O)N2c2ccc(OC)cc2)cc1 (stereo not drawn) ?
Vif-APOBEC3G blk: -7%; PI4K2A block: -2; Vif-A3F inh: -3%; TrxR1 substrate: 23%[57.1 µM]; LDHA inh: 3; mIDH1 inhibitor: 7%; USP1-UAF1 inh: -2%; Glioma ERSR ind: -2%; RXFP1 agonist: -0.4%

Results for CCN(CC)c1ccc(CNc2ccc(Br)cn2)cc1 ?
Vif-APOBEC3G blk: -3%; PI4K2A block: 11; Vif-A3F inh: -4%; TrxR1 substrate: 8%[57.1 µM]; LDHA inh: 4; mIDH1 inhibitor: 3%; USP1-UAF1 inh: -12%; Glioma ERSR ind: 2%; RXFP1 agonist: 0.2%

How did COc1cc(C(=O)Cc2nc3ccccc3n2C)cc(OC)c1OC do in these assays?
Vif-APOBEC3G blk: -7%; PI4K2A block: 0; Vif-A3F inh: 1%; TrxR1 substrate: 6%; LDHA inh: 6; mIDH1 inhibitor: 0%; USP1-UAF1 inh: -18%; Glioma ERSR ind: 1%; RXFP1 agonist: -0.3%

How did COc1ccc(F)cc1S(=O)(=O)N1CCN(Cc2ccc3c(c2)OCO3)CC1 do in these assays?
Vif-APOBEC3G blk: -5%; PI4K2A block: -2; Vif-A3F inh: 1%; TrxR1 substrate: 5%[57.1 µM]; LDHA inh: -3; mIDH1 inhibitor: 1%; USP1-UAF1 inh: -19%; Glioma ERSR ind: -3%; RXFP1 agonist: 1.4%

What do the screens show for `Cc1nn(C)c(Oc2ccc(Cl)cc2)c1C=O`?
Vif-APOBEC3G blk: 1%; PI4K2A block: 3; Vif-A3F inh: -6%; TrxR1 substrate: 4%; LDHA inh: -14; mIDH1 inhibitor: 0%; USP1-UAF1 inh: -14%; Glioma ERSR ind: 0%; RXFP1 agonist: 0.5%

How did CC(C)(C)c1ccc(C(=O)N2CCC2(C)C(=O)NCC(F)(F)F)cc1 (stereo not drawn) do in these assays?
Vif-APOBEC3G blk: 0%; PI4K2A block: -2; LDHA inh: -17; Glioma ERSR ind: -2%

How did CN1C(=O)NC(c2ccc(O)cc2)C2=C1CN(c1ccc(O)cc1)C2=O (stereo not drawn) do in these assays?
Vif-APOBEC3G blk: 0%; PI4K2A block: -12; Vif-A3F inh: 5%; TrxR1 substrate: -1%[57.1 µM]; LDHA inh: 1; mIDH1 inhibitor: 2%; USP1-UAF1 inh: -16%; Glioma ERSR ind: 2%; RXFP1 agonist: 1.9%

How did Cn1cnc(S(=O)(=O)N2CCCC(C(=O)NCc3ccccc3Cl)C2)c1 (stereo not drawn) do in these assays?
Vif-APOBEC3G blk: 7%; PI4K2A block: 3; Vif-A3F inh: -3%; TrxR1 substrate: -6%[57.1 µM]; LDHA inh: -3&-5; mIDH1 inhibitor: 16%; USP1-UAF1 inh: -15%; Glioma ERSR ind: 0%; RXFP1 agonist: -0.3%

Results for CCOC(=O)C1=CCC(c2cccs2)N(S(=O)(=O)c2ccc(C)cc2)C1 (stereo not drawn) ?
Vif-APOBEC3G blk: -14%; PI4K2A block: 1; LDHA inh: -7; Glioma ERSR ind: -4%

Results for O=C(Cn1cc(S(=O)(=O)N2CCCC2)c(S(=O)(=O)N2CCCC2)c1)Nc1ccc(F)cc1 ?
Vif-APOBEC3G blk: -4%; PI4K2A block: -1; Vif-A3F inh: 1%; TrxR1 substrate: 6%[57.1 µM]; LDHA inh: -2; mIDH1 inhibitor: 22%; USP1-UAF1 inh: -11%; Glioma ERSR ind: -4%; RXFP1 agonist: 1.0%

What do the screens show for `N#CC1=C(N)Oc2n[nH]c(-c3ccccc3)c2C1c1cccnc1` (stereo not drawn)?
Vif-APOBEC3G blk: -1%; PI4K2A block: -5; TrxR1 substrate: -12%; LDHA inh: 3; mIDH1 inhibitor: 3%; USP1-UAF1 inh: -14%; Glioma ERSR ind: -3%; RXFP1 agonist: 1.5%

How did CC(C)c1ccc(NC(=O)Nc2nc(C(N)C3CCCCC3)cs2)cc1 (stereo not drawn) do in these assays?
Vif-APOBEC3G blk: 5%; PI4K2A block: -3; LDHA inh: -9; Glioma ERSR ind: -10%

How did Cc1cccc(/N=C/c2c(O)[nH]c3ccccc23)n1 do in these assays?
Vif-APOBEC3G blk: 0%; PI4K2A block: -5; Vif-A3F inh: 0%; TrxR1 substrate: 29%; LDHA inh: -4; mIDH1 inhibitor: 16%; USP1-UAF1 inh: -5%; Glioma ERSR ind: 11%; RXFP1 agonist: -1.9%

How did Cc1ccc2c(c1)c1c(c(=O)n(-c3ccccc3)c(=O)n1CC(=O)NCC1CCCO1)n2C (stereo not drawn) do in these assays?
Vif-APOBEC3G blk: 4%&2%; PI4K2A block: -5&-2; Vif-A3F inh: -10%&1%; TrxR1 substrate: 194%[activator]; LDHA inh: -5&0; mIDH1 inhibitor: 6%&5%; USP1-UAF1 inh: -19%&-32%; Glioma ERSR ind: 0%&-3%; RXFP1 agonist: 5.3%&3.3%

Results for OCCNc1ncnc2c1ncn2[C@H]1CN(Cc2cccs2)C[C@@H](CO)O1 ?
Vif-APOBEC3G blk: 0%; PI4K2A block: -4; LDHA inh: -2; Glioma ERSR ind: -1%

Results for CC1=C(C(=O)NC2CCCc3c2cnn3-c2cc(F)cc(F)c2)OCCO1 (stereo not drawn) ?
Vif-APOBEC3G blk: 1%; PI4K2A block: 1; Vif-A3F inh: 3%; TrxR1 substrate: -5%; LDHA inh: -7; mIDH1 inhibitor: 5%; USP1-UAF1 inh: -9%; Glioma ERSR ind: -1%; RXFP1 agonist: -0.1%

What do the screens show for `Cc1cccc(NC(=O)C(=O)NNC(=O)c2ccc(C(C)(C)C)cc2)c1`?
Vif-APOBEC3G blk: -6%; PI4K2A block: 4; Vif-A3F inh: -5%; TrxR1 substrate: -2%; LDHA inh: -3; mIDH1 inhibitor: -2%; USP1-UAF1 inh: -11%; Glioma ERSR ind: inconclusive; RXFP1 agonist: 0.5%

Results for CNc1ccccc(C(=O)/C=C/c2ccccc2OC)c1=O ?
Vif-APOBEC3G blk: -8%; PI4K2A block: -2; Vif-A3F inh: inconclusive; TrxR1 substrate: -11%; LDHA inh: 29; mIDH1 inhibitor: 5%; USP1-UAF1 inh: inconclusive; Glioma ERSR ind: -1%; RXFP1 agonist: -0.4%

An excerpt from above in order of SMILES length, smallest number first:
How did CN1C(=O)NC(c2ccc(O)cc2)C2=C1CN(c1ccc(O)cc1)C2=O (stereo not drawn) do in these assays?
Vif-APOBEC3G blk: 0%; PI4K2A block: -12; Vif-A3F inh: 5%; TrxR1 substrate: -1%[57.1 µM]; LDHA inh: 1; mIDH1 inhibitor: 2%; USP1-UAF1 inh: -16%; Glioma ERSR ind: 2%; RXFP1 agonist: 1.9%

How did Cc1ccc2c(c1)c1c(c(=O)n(-c3ccccc3)c(=O)n1CC(=O)NCC1CCCO1)n2C (stereo not drawn) do in these assays?
Vif-APOBEC3G blk: 4%&2%; PI4K2A block: -5&-2; Vif-A3F inh: -10%&1%; TrxR1 substrate: 194%[activator]; LDHA inh: -5&0; mIDH1 inhibitor: 6%&5%; USP1-UAF1 inh: -19%&-32%; Glioma ERSR ind: 0%&-3%; RXFP1 agonist: 5.3%&3.3%

Results for O=C(Cn1cc(S(=O)(=O)N2CCCC2)c(S(=O)(=O)N2CCCC2)c1)Nc1ccc(F)cc1 ?
Vif-APOBEC3G blk: -4%; PI4K2A block: -1; Vif-A3F inh: 1%; TrxR1 substrate: 6%[57.1 µM]; LDHA inh: -2; mIDH1 inhibitor: 22%; USP1-UAF1 inh: -11%; Glioma ERSR ind: -4%; RXFP1 agonist: 1.0%

Screens as filed in PubChem BioAssay.
